Bioassay records from PubChem.
NPSR antagonist = qHTS Assay for Antagonists of the Neuropeptide S Receptor: cAMP Signal Transduction. Q6W5P4. CHO-NPSR cells, cAMP TR-FRET, antagonist mode. Potency, µM (titrated, usually from 38.3 µM), for inactives: at the top dose activity change, negative = inhibition, usual class: inhibitors. 1% of 220,000 active; also: potency is read from the fitted curve at half-maximal effect; % is scaled to controls: 0 for no effect and ±100 for the full control effect; nearly all actives have a fitted effect of over 50% in size; many of its hits are not listed in these tables
Target sequence (Q6W5P4 whole entry, looked up): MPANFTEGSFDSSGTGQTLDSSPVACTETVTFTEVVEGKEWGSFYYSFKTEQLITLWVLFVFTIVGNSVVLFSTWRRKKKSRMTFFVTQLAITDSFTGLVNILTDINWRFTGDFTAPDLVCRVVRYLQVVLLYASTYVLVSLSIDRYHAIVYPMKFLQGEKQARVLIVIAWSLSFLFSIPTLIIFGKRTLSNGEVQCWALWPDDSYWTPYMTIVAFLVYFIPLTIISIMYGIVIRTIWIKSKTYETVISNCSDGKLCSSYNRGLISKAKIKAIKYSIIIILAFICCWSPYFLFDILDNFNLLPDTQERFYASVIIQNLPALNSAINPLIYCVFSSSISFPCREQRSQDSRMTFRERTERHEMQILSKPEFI
Epigenetic derep = Quantitative High-Throughput Screen for Regulators of Epigenetic Control; murine LDR cells, GFP reporter derepression, 30 h; Potency, µM (titrated, usually from 53.9 µM), inactives show top-dose GFP activation, most hits filed as activators; 0.2% of 280,000 active; also: potency is read from the fitted curve at half-maximal effect; % of control where 0% means no effect; nearly all actives have a fitted effect of over 60% in size
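Readout is the number of GFP-expressing murine LDR cells, counted by cytometry following washing. Cells were treated with compound for 30 h at 37 C; the stably integrated CMV-GFP locus is normally silent.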
HttQ103 aggreg = qHTS Multiplex Assay to Identify Dual Action Probes in a Cell Model of Huntington: Aggregate Formation (GFP) | PC12 HttQ103-GFP aggregates, Acumen cytometry, 40 h | Potency, µM (series often up to 46.1 µM), for inactives: top-dose activity change, negative = inhibition, hits mostly inhibitors | 1.1% of 220,000 active; also: potency is read from the fitted curve at half-maximal effect; % is scaled to controls: 0 for no effect and ±100 for the full control effect; nearly all actives have a fitted effect of over 60% in size
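Multiplexed with ATP-based cell death, this channel scores GFP aggregates in PC12 cells expressing inducible HTTex1-Q103-GFP. Induction used 100 nM tebufenozide; compounds were tested in concentration series.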
KinaseGlo FLuc = Counterscreen for Luciferase (Kinase-Glo TM) Inhibition; Luciferin 4-monooxygenase (Photuris pensylvanica), Q27757; Kinase-Glo luciferase, ATP luminescence, 8 min; Potency, µM (top dose mostly 38.3 µM), without a hit: at the highest dose activity change, negative = inhibition, most hits filed as inhibitors; 0.28% of 200,000 active; also: potency is read from the fitted curve at half-maximal effect; % is scaled to controls: 0 for no effect and ±100 for the full control effect; nearly all actives have a fitted effect of over 60% in size
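Compounds were added to a substrate mix at pH 7.2 (50 mM imidazole, 10 uM ATP, within the enzyme's linear range), followed by Kinase-Glo detection reagent; luminescence was measured after 8 minutes at ambient temperature.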
CBFb-RUNX1 inh = qHTS Assay for Compounds Blocking the Interaction Between CBF-beta and RUNX1 for the Treatment of Acute Myeloid Leukemia; AlphaScreen CBFb-His/RUNX1-biotin binding, biochemical; 230,000 tested, under 10 active; Potency, µM (doses to about 59.8 µM), for inactives: top-dose activity, negative = inhibition, hits mostly inhibitors; AID 1477, 2009; also: % of control where 0% means no effect
Target sequence (Q01196 whole entry, looked up): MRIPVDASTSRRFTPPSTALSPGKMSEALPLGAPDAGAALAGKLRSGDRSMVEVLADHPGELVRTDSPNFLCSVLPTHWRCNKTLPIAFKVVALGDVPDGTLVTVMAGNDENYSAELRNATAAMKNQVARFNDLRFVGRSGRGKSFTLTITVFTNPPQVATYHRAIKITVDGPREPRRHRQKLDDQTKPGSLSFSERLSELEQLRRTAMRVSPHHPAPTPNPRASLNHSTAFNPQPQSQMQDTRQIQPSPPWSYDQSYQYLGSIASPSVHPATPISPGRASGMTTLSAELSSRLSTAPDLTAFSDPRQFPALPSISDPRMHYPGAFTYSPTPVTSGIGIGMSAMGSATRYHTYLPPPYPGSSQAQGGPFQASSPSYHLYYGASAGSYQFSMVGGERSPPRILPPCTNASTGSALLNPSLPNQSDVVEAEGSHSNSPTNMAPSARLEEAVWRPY
Target sequence (Q13951 whole entry, looked up): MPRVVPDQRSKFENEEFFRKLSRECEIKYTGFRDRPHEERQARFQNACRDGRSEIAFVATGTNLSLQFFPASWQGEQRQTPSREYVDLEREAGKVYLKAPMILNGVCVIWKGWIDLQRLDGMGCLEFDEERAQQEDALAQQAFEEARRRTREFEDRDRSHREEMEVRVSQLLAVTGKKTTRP
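Interaction loss through any mechanism counts as activity. Pre-formed complex of His-CBF-beta and biotin-RUNX1 (30 nM apiece) is incubated with compound 15 min, then with 50 ng nickel and 50 ng streptavidin beads for 90 min before AlphaScreen detection.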
IMPase Li inh = qHTS Assay for Identifying the Cell-Membrane Permeable IMPase Inhibitors: Potentiation with Lithium | CHO-M1 cells, IP1 TR-FRET (IP-One), carbachol + lithium | Potency, µM (titrated, usually from 59.4 µM), without a hit: top-dose activity, negative = IMPase inhibition, most hits filed as inhibitors | 0.35% of 210,000 active;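 also: IP1 builds up when IMPase is blocked and the TR-FRET signal falls; potency is read from the fitted curve at half-maximal effect; plate controls were basal vehicle for no effect and high inhibitor control for full effect; nearly all actives have a fitted effect of over 50% in size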
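CHO cells stably expressing M1 receptor (2000/well) were cultured 16–30 h, then exposed to compounds with a small lithium addition for 30 min at 37C. IP1 was measured by TR-FRET competition; AC50 from Hill fits.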
L3MBTL1 block = qHTS Assay for the Inhibitors of L3MBTL1; Lethal(3)malignant brain tumor-like protein 1 (Homo sapiens), Q9Y468; AlphaScreen L3MBTL1–H3K9me1 peptide binding; Potency, µM (series often up to 57.1 µM), without a hit: top-dose activity, negative = inhibition, usual class: inhibitors; 0.66% of 230,000 active; also: potency is read from the fitted curve at half-maximal effect; % is scaled to controls: 0 for no effect and ±100 for the full control effect; nearly all actives have a fitted effect of over 60% in size
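First, the protein-peptide complex forms for 30 min at room temperature (L3MBTL1 50 nM, biotinylated H3K9me1 peptide 75 nM). Next, compounds are pin-transferred and incubated 30 min. Finally, AlphaScreen beads are added and read after 30 min.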
The depositor's hits bear a star; u = inconclusive; x = no result given; & = joins results of further samples; [ ] = another dose, or the depositor's remark. Calls follow the shape of the dose curve; as a rule, active = well fitted curve in the direction sought with a large enough effect; inconclusive = small, poorly fitted or top-dose-only effect, or another doubt; inactive = no such curve, though single readings can be large; an effect the other way counts as inactive or inconclusive. The list is partial, so the mix of outcomes need not match the whole.

entry | molecule | NPSR antagonist | Epigenetic derep | HttQ103 aggreg | KinaseGlo FLuc | CBFb-RUNX1 inh | IMPase Li inh | L3MBTL1 block
1 | Oc1ccc(Br)cc1CNn1cnnc1 | -12%[46.1 µM] | 0.8% | -15% | 1% | 15% | 2%[38.3 µM] | -11%
2 | O=C(NCc1ccccc1Cl)c1ccc2nc[nH]c2c1 | 4% | 0.0% | -6% | -2% | 0% | 10% | -2%
3 | CC(C)n1nnnc1SCC(=O)Nc1ccccc1N1CCOCC1 | -7%[46.1 µM] | 0.7% | -5% | -3% | 3% | -7%[38.3 µM] | 6%
4 | O=c1[nH]n2c(=O)c3c([nH]c2c1N=Nc1ccccc1)CCC3 | -41% | -0.9% | 8% | -6% | u | 9% | u
5 | COC(=O)NCc1cccc(CNC(=O)OC)c1 | -1%[46.1 µM] | -1.1% | 18% | -2% | -5% | -3%[38.3 µM] | 8%
6 | CC1CC2(C)Oc3ccccc3C3OCC1(COC(=O)Nc1ccccc1)C(C)C32 (stereo unspecified) | x | -0.4% | x | 2% | 12%[21.7 µM] | 34%[activator] | x
7 | CC(C)COc1cc(=O)[nH]c(SCC(C)C)n1 | 0%[46.1 µM] | 0.0% | -6% | 2% | 7% | 1%[38.3 µM] | x
8 | Cn1c(SCC(=O)Nc2cccnc2)nnc1-c1ccccc1F | 10% | -0.4% | -1% | 5% | -7% | 8% | 3%
9 | Cc1ccc(Cc2c(C)[nH]c(=S)[nH]c2=O)cc1 | 12% | 1.1% | 8%[9.22 µM] | x | 4% | x | x
10 | Cc1ccc([N+](=O)[O-])cc1S(=O)(=O)Nc1ccc(N2CCOCC2)cc1 | -13% | -0.6% | -1% | 1% | -6% | 7% | -11%
11 | COc1ccc(C2/C=C\CN(C(=O)C3CCCCC3)CC(=O)N2Cc2ccc(F)cc2)cc1 (stereo unspecified) | -14% | 6.1% | 11%[9.22 µM] | x | 16%&5% | x | x
12 | Cc1cc(CNC(=O)CCc2nnc(CCCc3ccccc3)o2)nn1C | -17% | 1.1% | -4%[9.22 µM] | -3% | 5% | 6% | 1%
13 | O=C(/C=C/c1ccco1)NCC(=O)N/N=C/c1ccc([N+](=O)[O-])cc1 | -4% | 4.6% | -1% | -1% | -7% | 9% | u
14 | Cc1noc(C)c1COc1ccc(C(=O)OC(C)C(=O)Nc2ccc(N3CCOCC3)cc2)cc1 (stereo unspecified) | 0%[46.1 µM] | 0.0% | 8% | -4% | -6% | 15%[38.3 µM] | x
15 | Cc1coc2c1C(=O)C(=O)c1c-2ccc2c(C)cccc12 | -13% | 2.2% | -20%[9.22 µM] | x | -24% | x | x
16 | CCOCCCNS(=O)(=O)c1ccc(-n2cnnn2)c(OC)c1 | -1%[46.1 µM] | -1.0% | 0% | -3% | 1% | 22%[38.3 µM] | x
17 | Cc1sc2nc(SCC(=O)NCCOCCO)n(C)c(=O)c2c1C | u | 0.8% | -11% | 1% | 10% | 27%[38.3 µM] | -4%
18 | CC(C)(C)[C@@H]1C=C(C(=O)N2CCN(Cc3ccccc3)CC2)O[C@H](OCc2ccc(CO)cc2)C1 | 56% | 0.0% | -9%[9.22 µM] | x | 5% | -4% | -6%
19 | NC(=O)c1cnn(-c2cccc(Cl)c2)c1N | -21% | 3.6% | 13%[9.22 µM] | x | 8% | x | 2%
20 | Cn1c(-c2nnn(-c3ccc(F)cc3)n2)cc2ccccc21 | 0% | 1.5% | -14%[9.22 µM] | x | 25% | 2% | 11%
21 | COc1ccc(NS(=O)(=O)c2cccc(NC(=O)c3cnccn3)c2)cc1Br | -31% | -3.8% | u | 1% | -6% | 2% | -11%
22 | O=C(c1cccc(S(=O)(=O)N2CCCC2)c1)c1nnc(-c2ccncc2)o1 | -7%[46.1 µM] | 0.0% | -45% | -1% | -21% | -4%[38.3 µM] | -2%
23 | COc1ccccc1-n1cccc1C=O | -17% | 1.1% | -4%[9.22 µM] | -1% | 10% | 4% | 10%
24 | CNC(=O)[C@H](Cc1c[nH]c2ccccc12)NC(=O)[C@@H](CC(=O)NO)CC(C)C | x | 6.1% | 15% | x | 9% | -4% | x
25 | CCCc1cc(=O)[nH]c(SCC(=O)NCCCC(=O)OCC)n1 | -13%[46.1 µM] | 0.1% | 21% | 0% | 4% | -28%[38.3 µM] | 0%
26 | CCOC(=O)CN(C(=O)CSc1nnc(-c2ccncc2)n1CCCN(C)C)c1ccccc1 | 1%[46.1 µM] | 0.0% | -7% | -3% | 4% | 19%[38.3 µM] | 3%[11.4 µM]
27 | CC(=O)Nc1nc(C)c(Oc2ccc(Cl)cc2Cl)c(=O)[nH]1 | -21%[46.1 µM] | 0.9% | 2% | x | 2% | x | 5%
28 | CC(O)C(O)C(O)C(O)/C=N/NC(=O)c1ccccc1 (stereo unspecified) | 22% | 0.0% | -4% | 0% | 8% | 3% | 1%
29 | O=C(CCC(=O)OCC(=O)c1ccc(Cl)cc1Cl)Nc1cccc2cccnc12 | -8%[46.1 µM] | -2.9% | -17% | -5% | 4% | -4%[38.3 µM] | -4%
30 | c1ccc(Nc2cccc(Nc3ccccc3)c2)cc1 | -27% | 0.1% | 19% | -1% | -16% | 19% | -11%
31 | O=C(CCN1C(=O)C2C3C=CC(C3)C2C1=O)N1CCN(c2ccc([N+](=O)[O-])cc2)CC1 (stereo unspecified) | 9% | 1.2% | -29% | 2% | 0% | -3% | x
32 | COc1cc(CN2CCN(C(=O)CC(C)C)CC2)cc(OC)c1OC | -6%[46.1 µM] | -1.0% | 21% | 0% | -20% | 2%[38.3 µM] | -9%
33 | CCCOc1ccc(N2C(=O)CC(N(CCc3ccc(OC)cc3)C(=O)c3cccc(F)c3)C2=O)cc1 (stereo unspecified) | 8%[46.1 µM] | 0.0% | 32% | 1% | 6% | 21%[38.3 µM] | -1%
34 | CCCCCCc1cc2cc(-c3nnc(-c4ccccc4)o3)c(=O)oc2cc1O | u | 1.8µM* | 5µM* | 0% | 17% | 7%[38.3 µM] | x
35 | COc1ccc(NC(=S)NC(=O)c2ccc(Br)o2)cc1 | -17% | -1.2% | 9% | -9% | 4% | 2% | -23%[2.29 µM]
36 | CCOc1ccccc1CNCc1ccc(C(=O)O)cc1 | 11% | -0.1% | -33% | 2% | 2% | -4% | -8%[11.4 µM]
37 | N#CCSc1ncccc1-c1nc2ccccc2[nH]1 | 27%[46.1 µM] | 0.1% | -1% | 1% | -5% | 12% | 9%
38 | CCCCCCC/C(C)=N/NC(=O)CC(=O)NCCc1ccccc1 | 3%[46.1 µM] | -0.2% | -7% | -2% | 0% | 3%[38.3 µM] | 6%
39 | Cc1ccc(-c2nn(CCC(=O)Nc3cccnc3)c(=O)c3ccccc23)cc1 | 13%[7.67 µM] | -0.3% | 3%[9.22 µM] | x | 5% | x | -3%
40 | CCOc1c2ccc(C(=O)NCC34CC5CC(CC(C5)C3)C4)cc2nn1CC | -11%[46.1 µM] | -2.3% | 12% | 5% | 1% | -9%[38.3 µM] | -8%
41 | Cc1ccc(C(=O)CNc2ccc(F)cc2)cc1 | 12% | 1.1% | 5% | 0% | -2% | -1% | 0%
42 | COc1cc(/C=N/NC(=O)CCn2c3ccccc3c3ccccc32)ccc1O | -4%[46.1 µM] | -11% | u | 0% | -1% | 16% | -15%
43 | CN(C)/C=C(\C#N)C(=O)Nc1ccc(O)cc1F | -16% | 1.3% | -11% | -6% | 1% | -2% | 9%
44 | Cc1ccccc1Nc1nc(N)nc(COC(=O)c2ccc(O)cc2)n1 | 28% | -1.1% | -12% | -3% | -5% | 2% | 5%
45 | O=C(O)c1cccc(S(=O)(=O)N2CCSCC2)c1 | 6%[7.67 µM] | 5.1% | -9% | -3% | 1% | -9%[38.3 µM] | 2%
46 | CCC(C)[C@@H](N)C(=O)N/N=C/c1ccc2ncccc2c1 (stereo partly specified) | 32% | -3.5% | -7% | 1% | 21% | 5% | 2%
47 | O=C(Nc1c(-c2ccccc2)nc2c(Br)cc(Br)cn12)c1ccco1 | 18%[46.1 µM] | 3.0% | 22% | 1% | -3% | 10µM* | 2%

By substructure, the compounds so far containing an NH in an aromatic ring.
entry | molecule | NPSR antagonist | Epigenetic derep | HttQ103 aggreg | KinaseGlo FLuc | CBFb-RUNX1 inh | IMPase Li inh | L3MBTL1 block
2 | O=C(NCc1ccccc1Cl)c1ccc2nc[nH]c2c1 | 4% | 0.0% | -6% | -2% | 0% | 10% | -2%
4 | O=c1[nH]n2c(=O)c3c([nH]c2c1N=Nc1ccccc1)CCC3 | -41% | -0.9% | 8% | -6% | u | 9% | u
7 | CC(C)COc1cc(=O)[nH]c(SCC(C)C)n1 | 0%[46.1 µM] | 0.0% | -6% | 2% | 7% | 1%[38.3 µM] | x
9 | Cc1ccc(Cc2c(C)[nH]c(=S)[nH]c2=O)cc1 | 12% | 1.1% | 8%[9.22 µM] | x | 4% | x | x
24 | CNC(=O)[C@H](Cc1c[nH]c2ccccc12)NC(=O)[C@@H](CC(=O)NO)CC(C)C | x | 6.1% | 15% | x | 9% | -4% | x
25 | CCCc1cc(=O)[nH]c(SCC(=O)NCCCC(=O)OCC)n1 | -13%[46.1 µM] | 0.1% | 21% | 0% | 4% | -28%[38.3 µM] | 0%
27 | CC(=O)Nc1nc(C)c(Oc2ccc(Cl)cc2Cl)c(=O)[nH]1 | -21%[46.1 µM] | 0.9% | 2% | x | 2% | x | 5%
37 | N#CCSc1ncccc1-c1nc2ccccc2[nH]1 | 27%[46.1 µM] | 0.1% | -1% | 1% | -5% | 12% | 9%

Sorted by length of the SMILES (smallest number first): some entries from above.
entry | molecule | NPSR antagonist | Epigenetic derep | HttQ103 aggreg | KinaseGlo FLuc | CBFb-RUNX1 inh | IMPase Li inh | L3MBTL1 block
2 | O=C(NCc1ccccc1Cl)c1ccc2nc[nH]c2c1 | 4% | 0.0% | -6% | -2% | 0% | 10% | -2%
20 | Cn1c(-c2nnn(-c3ccc(F)cc3)n2)cc2ccccc21 | 0% | 1.5% | -14%[9.22 µM] | x | 25% | 2% | 11%
18 | CC(C)(C)[C@@H]1C=C(C(=O)N2CCN(Cc3ccccc3)CC2)O[C@H](OCc2ccc(CO)cc2)C1 | 56% | 0.0% | -9%[9.22 µM] | x | 5% | -4% | -6%
